Bioassay records: PubChem BioAssay, The Scripps Research Institute Molecular Screening Center
CHRM1 agonist: agonists of human M1 muscarinic receptor | P11229 | CHO-K1 hM1, Fluo-8 calcium fluorescence, agonist mode; 0% DMSO, 100% acetylcholine EC100 | activation, % at 3 µM | hit rate 0.33% among 360,000 | AID 588814;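 active means activation above the run's mean compound activation plus 3 SD, cut at about 16% in these data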;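 further: peak over basal fluorescence ratio within a 140 s kinetic read after compound addition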
Target sequence (P11229 whole entry, looked up): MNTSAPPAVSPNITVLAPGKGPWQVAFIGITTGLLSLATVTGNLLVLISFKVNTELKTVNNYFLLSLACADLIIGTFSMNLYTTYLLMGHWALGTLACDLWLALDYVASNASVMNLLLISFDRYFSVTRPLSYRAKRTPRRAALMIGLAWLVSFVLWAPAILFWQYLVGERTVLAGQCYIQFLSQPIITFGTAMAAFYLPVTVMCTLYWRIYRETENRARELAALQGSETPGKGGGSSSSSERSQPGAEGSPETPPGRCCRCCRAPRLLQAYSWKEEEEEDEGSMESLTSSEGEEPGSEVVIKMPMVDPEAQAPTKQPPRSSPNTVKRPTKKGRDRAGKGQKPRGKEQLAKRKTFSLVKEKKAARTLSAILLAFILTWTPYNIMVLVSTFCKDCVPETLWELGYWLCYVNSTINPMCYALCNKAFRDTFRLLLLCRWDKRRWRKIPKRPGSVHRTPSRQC
CHO-K1 Ca antag: M1 antagonist counterscreen hit in parental CHO-K1 cells; ATP-induced calcium, Fluo-8 fluorescence; inhibition, % at 3 µM; hit rate 0.6% among 360,000;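 active means inhibition above a per-plate cutoff, the plate's mean sample inhibition plus 3 SD, cut at about 24% in these data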;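 further: 0% = DMSO plus EC80 ATP and 100% = DMSO alone without ATP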
CHO parental Ca: counter-screen: ATP calcium response change in parental CHO cells; hit rate 0.63% among 330,000; inhibition, % at 5.6 µM; AID 463079; parental CHO-K1, ATP-induced calcium, Fluo-8 fluorescence;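 active means inhibition above that plate's mean sample inhibition plus 3 SD, cut at about 26% in these data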;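 further: 0% = ATP-challenged DMSO wells and 100% = DMSO wells without ATP; some compounds past the cut are filed as inactive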
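Material: Parental CHO cells | Reagent: ATP | Compound dosing: Single nominal dose of 5.6 µM per compound | Detection: Intracellular calcium via Fluo-8 no-wash fluorescent dye | Read-out: % inhibition of ATP-induced calcium mobilization | Benchmarks: Low control ATP plus DMSO, high control DMSO only | Replicates: Singlicate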
TAAR1 ag: human TAAR1 agonism. CHO RD-HGA16 TAAR1, Fluo-8 calcium fluorescence; vehicle wells 0%, saturating PEA agonist 100%. Q96RJ0. activation, % at 3 µM. hit rate 0.99% among 360,000;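 active means activation above the mean activation of all test compounds in the run plus 3 SD, cut at about 38% in these data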
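Test system: RD-HGA16 (CHO) cells co-expressing Gα16 and hTAAR1; dosing: one-point dosing at 3 µM (nominal); timing: 17-24 h seeding, 75 min 37 °C dye, 30 min RT; signal: kinetic Fluo-8 calcium fluorescence; read-out basis: % activation relative to PEA EC100 response; controls: DMSO and PEA EC100; replicates: n 1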
OXTR potentiator: potentiators of human oxytocin receptor; P30559; CHO-OTR cells, Fluo-8 calcium fluorescence, potentiator mode; 0% = oxytocin EC15, 100% = EC100; activation, % at 3 µM; hit rate 0.061% among 320,000; AID 2445;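 active means activation above that plate's cutoff, the mean activation of tested compounds plus 3 SD, cut at about 6.6% in these data, passing the limit was not always enough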;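 further: 100% uses oxytocin at 75 nM as the full agonist control; some results filed as inactive read as strong as hits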
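Material: CHO-OTR cells, human receptor; compound dosing: single dose, 3.0 µM nominal final compound concentration; schedule: 6 min compound pre-incubation at room temperature, 100 s kinetic read; measured by: kinetic Fluo-8 calcium fluorescence; read-out basis: % activation vs EC15 and EC100 oxytocin; controls: EC15 oxytocin alone as 0%, 75 nM oxytocin as 100%; replicates: singlicate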
V1aR counter: counter-screen for oxytocin receptor agonists: human V1a receptor agonists | activation, % at 3 µM | CHO-V1R cells, Fluo-8 calcium fluorescence, agonist mode; 0% DMSO, 100% 3 nM vasopressin | hit rate 0.25% among 320,000 | AID 2797;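 active means activation above the mean activation of all tested compounds plus 3 SD, per screening run, cut at about 20% in these data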;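 further: signal is peak over basal fluorescence ratio across a 100 second FLIPR read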
Target sequence (P37288 whole entry, looked up): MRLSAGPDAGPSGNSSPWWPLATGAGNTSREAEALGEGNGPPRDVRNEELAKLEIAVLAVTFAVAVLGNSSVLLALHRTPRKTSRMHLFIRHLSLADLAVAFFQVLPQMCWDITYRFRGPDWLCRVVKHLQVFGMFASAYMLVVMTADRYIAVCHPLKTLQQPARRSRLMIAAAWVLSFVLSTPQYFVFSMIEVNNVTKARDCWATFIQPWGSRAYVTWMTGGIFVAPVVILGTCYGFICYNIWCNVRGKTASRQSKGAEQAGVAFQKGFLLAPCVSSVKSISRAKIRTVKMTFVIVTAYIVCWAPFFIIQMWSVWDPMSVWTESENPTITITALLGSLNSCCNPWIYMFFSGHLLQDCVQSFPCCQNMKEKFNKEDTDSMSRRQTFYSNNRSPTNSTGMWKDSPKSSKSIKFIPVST
TAAR1 antagonist: human TAAR1 antagonism | Q96RJ0 | CHO RD-HGA16 TAAR1, Fluo-8 calcium fluorescence, antagonist | inhibition, % at 3 µM | hit rate 1.5% among 360,000 | AID 624466;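 active means inhibition above a per-plate cutoff, the mean inhibition of test compounds on that plate plus 3 SD, cut at about 49% in these data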;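 further: 0% = DMSO plus EC80 beta-PEA response and 100% = DMSO alone without agonist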
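Material: CHO RD-HGA16 cells bearing hTAAR1; compound dosing: one-point dosing, 3 µM nominal final; schedule: dye loading 75 min at 37 °C, then 30 min room temperature; measured by: calcium fluorescence with Fluo-8; control set: vehicle and agonist controls; replication: n of 1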
M1 ag parental: counter-screen for M1 agonists: effect in parental CHO-K1 cells. activation, % at 3 µM. Fluo-8 calcium fluorescence; scaled to maximal ATP response, vehicle zero. hit rate 0.48% among 360,000; in the data active means activation above about 15%;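 further: untransfected CHO-K1 host cells lacking M1 receptor as counterscreen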
M1 PAM parental: M1 PAM counterscreen hit in parental CHO-K1 cells | ATP EC20, Fluo-8 calcium fluorescence; 0% at ATP EC20, 100% at ATP max | activation, % at 3 µM | hit rate 0.02% among 360,000;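 active means activation above the run cutoff, the mean activation of all test compounds plus 3 SD, cut at about 40% in these data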;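 further: peak over basal fluorescence ratio in a 140 s read after ATP addition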
The depositor's hits bear a star; nt = no result given.

# | SMILES | CHRM1 agonist | CHO-K1 Ca antag | CHO parental Ca | TAAR1 ag | OXTR potentiator | V1aR counter | TAAR1 antagonist | M1 ag parental | M1 PAM parental
1 | CCCCCOc1ccc(/C=N/NC(=O)c2nnn(-c3nonc3N)c2CN2CCCCCC2)cc1 | -2 | -16 | -5 | 2 | -3 | -0.5 | -13 | -0.1 | 8
2 | COc1c(N2CCN(C(=S)Nc3ccccc3F)C(C)C2)c(F)cc2c(=O)c(C(=O)O)cn(C3CC3)c12 (centres undefined) | -7 | -10 | -9 | 0 | -2 | -0.3 | -29 | 0.4 | 20
3 | COc1cccc(CN(C)C(=O)c2ccc(NC(=O)CC3SC(N4CCCCC4)=NC3=O)cc2)c1OC (centres undefined) | -2 | -16 | nt | 5 | nt | nt | -8 | 0.0 | 13
4 | COC(=O)c1cc2c(ccn2-c2ccc(F)cc2)n1C(C)C | -1 | -19 | -39 | 39* | -6 | 3.6 | -31 | 0.9 | 8
5 | Cc1ccc(-c2noc(CN(C(=O)c3cccs3)C(C)C)n2)cc1 | -10 | -26 | -10 | 7 | -10 | -0.9 | -9 | 1.9 | 21
6 | CCN(CC(=O)NC1CCS(=O)(=O)C1)S(=O)(=O)c1ccc(Br)cc1 (centres undefined) | -3 | -9 | -10 | 7 | -2 | 1.6 | 2 | 1.4 | 13
7 | Cc1nc2ccc(S(=O)(=O)c3ccc4nc(C)[nH]c4c3)cc2[nH]1 | 2 | 13 | 1 | 4 | -5 | 0.7 | 0 | -0.4 | -6
8 | Cc1ccc(C)c(NC(=O)CN2C(=O)NC(C)(c3ccc4c(c3)OCCO4)C2=O)c1 (centres undefined) | 7 | -18 | -18 | 20 | -3 | 5.3 | 10 | 3.8 | 17
9 | CCOC(=O)N1CCC(NC(=O)c2ccc3c(c2)N(Cc2ccccc2)CCS3)CC1 | -4 | -2 | -15 | -1 | -2 | -1.3 | 17 | 0.2 | 15
10 | CCn1cc2nc(SCC(=O)Nc3ccc(OC)cc3OC)n(Cc3ccc(OC)cc3)c(=O)c2n1 | -2 | -17 | -19 | -1 | -8 | 1.0 | 3 | 2.9 | 13
11 | Cc1cc2nc(-c3ccc(Cl)cc3)c(CC3CCCCC3)n2c(C)c1Br | nt | -19 | nt | 0 | nt | nt | -6 | -0.3 | 9
12 | COc1ccc(-n2ncc3c(Nc4cccc(C)c4)ncnc32)cc1 | 8 | 1 | -14 | 11 | -3 | 0.1 | 38 | 0.2 | 10

Random excerpt: 4 records from the list.
# | SMILES | CHRM1 agonist | CHO-K1 Ca antag | CHO parental Ca | TAAR1 ag | OXTR potentiator | V1aR counter | TAAR1 antagonist | M1 ag parental | M1 PAM parental
2 | COc1c(N2CCN(C(=S)Nc3ccccc3F)C(C)C2)c(F)cc2c(=O)c(C(=O)O)cn(C3CC3)c12 (centres undefined) | -7 | -10 | -9 | 0 | -2 | -0.3 | -29 | 0.4 | 20
4 | COC(=O)c1cc2c(ccn2-c2ccc(F)cc2)n1C(C)C | -1 | -19 | -39 | 39* | -6 | 3.6 | -31 | 0.9 | 8
6 | CCN(CC(=O)NC1CCS(=O)(=O)C1)S(=O)(=O)c1ccc(Br)cc1 (centres undefined) | -3 | -9 | -10 | 7 | -2 | 1.6 | 2 | 1.4 | 13
1 | CCCCCOc1ccc(/C=N/NC(=O)c2nnn(-c3nonc3N)c2CN2CCCCCC2)cc1 | -2 | -16 | -5 | 2 | -3 | -0.5 | -13 | -0.1 | 8

Next part.
# | SMILES | CHRM1 agonist | CHO-K1 Ca antag | CHO parental Ca | TAAR1 ag | OXTR potentiator | V1aR counter | TAAR1 antagonist | M1 ag parental | M1 PAM parental
13 | O=C(Nc1ccccc1)NC1CCN(Cc2c(F)cccc2Cl)CC1 | -6 | -5 | -10 | 2 | 3 | 0.7 | -11 | 3.2 | 25
14 | O=C(CCc1n[nH]c(=O)[nH]c1=O)N1CCOCC1 | -3 | 9 | 12 | 1 | -3 | 0.3 | -11 | -0.5 | -13
15 | CCn1c(CC(=O)Nc2ccc(C)c(Cl)c2)nnc1SCC(=O)Nc1nc(C)cs1 | 2 | -14 | -9 | 9 | -5 | 0.6 | 7 | 0.4 | -12
16 | Cc1nc(-c2cccc(NC(=O)c3ccc(-n4nccc4C)cc3)c2)cs1 | -3 | -12 | -14 | 30 | -5 | -0.6 | 69* | 6.3 | 1
17 | CN(CC(=O)Nc1ccccc1C(F)(F)F)C(=O)COc1cccnc1[N+](=O)[O-] | -2 | -12 | -12 | 7 | -5 | 2.2 | -15 | 2.1 | 22
18 | CCC(C)Nc1c([N+](=O)[O-])cc(C)cc1[N+](=O)[O-] (centres undefined) | -10 | -16 | -5 | 12 | 5 | -1.0 | 16 | -0.4 | 17
19 | COc1ccccc1C(=O)NNC(=O)C(=O)Nc1ccc(C)c(Cl)c1 | -2 | -20 | 34 | 1 | 2 | 2.2 | 1 | 1.1 | 17
20 | Cc1cc(C)c2nc(NC(=O)C3CCCO3)sc2c1 (centres undefined) | -5 | -12 | -4 | 5 | -7 | -1.2 | 6 | 0.6 | 26
21 | N#CCCN(C(=O)COC(=O)c1cccc(S(=O)(=O)Nc2ccc([N+](=O)[O-])cc2)c1)c1ccccc1 | -5 | -8 | -21 | 0 | 0 | 0.6 | 10 | 0.2 | 17
22 | CCOC(=O)c1c(NC(=O)CN2CCCCC2)sc2c1CCC(C=O)=C2Cl | -4 | -5 | -11 | -1 | -7 | 0.3 | -8 | -0.1 | 8
23 | COc1ccc(/C=C/C(=O)OC2CCCCC2CN(C)C)cc1 (centres undefined) | -4 | -6 | -14 | 4 | -2 | 2.2 | -18 | 0.3 | -5
24 | CCOc1ccc(Br)cc1S(=O)(=O)Nc1cccc(S(=O)(=O)N(C)C)c1 | -6 | -8 | -9 | 1 | -6 | 2.1 | 10 | 3.1 | 17
25 | Cc1cccc(C)c1OCC(=O)N1CC2(C)CC1CC(C)(C)C2 (centres undefined) | 0 | 2 | -5 | 12 | -21 | 1.1 | 15 | 13 | 10
26 | Cc1ccc(CNC(=O)c2ccc(F)c(S(=O)(=O)N3CCOCC3)c2)cc1 | -1 | 12 | nt | 1 | nt | nt | -5 | 0.2 | -6
27 | CCN(CC)c1ccc(Nc2nc(N3CCOCC3)c3ccccc3n2)cc1 | -4 | 7 | 5 | 12 | -6 | 2.0 | 26 | 1.5 | 17
28 | Cc1onc(-c2ccccc2Cl)c1C(=O)NCc1ccc2c(c1)cc(C)n2C | -9 | -3 | 4 | 1 | -5 | 2.4 | 7 | 1.6 | 12
29 | CCOC(=O)C(CCSC)Nc1nc(Cl)nc(Nc2ccc(Cl)cc2)n1 (centres undefined) | -9 | -13 | -16 | 2 | -9 | -0.6 | 2 | -0.4 | 11
30 | CCS(=O)(=O)Nc1ccc(Cc2ccc(NS(=O)(=O)CC)cc2)cc1 | -5 | -8 | 17 | 4 | -9 | 13 | 14 | 9.6 | -1
31 | CC(=C/c1ccccc1)/C=N/NC(=O)c1cnccn1 | -3 | -11 | -4 | 12 | -2 | 0.3 | 8 | 0.5 | 22
32 | CC(=O)C1C(c2ccc(Cl)cc2)c2c(n[nH]c2C)CC1(C)O (centres undefined) | -3 | -6 | 5 | 5 | 7 | 0.9 | 6 | -0.4 | -8
33 | O=C1CCCCCCC1Sc1ccccc1[N+](=O)[O-] (centres undefined) | -10 | 0 | -11 | 1 | 5 | 1.0 | -3 | -0.2 | 5
34 | O=C(COc1ccc([N+](=O)[O-])cc1)Nc1ccccc1C(=O)NC1CC1 | 2 | 6 | 3 | 1 | 2 | -0.3 | -1 | 0.6 | -1
35 | CCOC(=O)c1cccc(S(=O)(=O)N(CCO)Cc2cc3cc(OC)c(OC)cc3[nH]c2=O)c1 | -8 | -3 | -14 | 8 | -1 | 0.2 | 9 | 0.5 | 6
36 | CCOC(=O)c1nn(-c2cccc(Cl)c2)c(C)c1C(C)=O | -2 | -4 | -11 | -2 | 0 | 1.5 | -3 | -0.3 | -10
37 | COc1ccc(CCNC(=O)Cn2c(-c3nonc3N)nc3ccccc32)cc1OC | -1 | -1 | -4 | 3 | -7 | 0.4 | 27 | 2.0 | 13
38 | CCCCCn1c(CN2CCN(c3cc(Cl)ccc3C)CC2)nc2c1c(=O)[nH]c(=O)n2C | -5 | -11 | -30 | 1 | 0 | -0.6 | -8 | 0.1 | 16
39 | CCOc1cc(CNc2ccc3c(c2)OCCO3)cc(Br)c1OCC(N)=O | -2 | -14 | -11 | 10 | -9 | 6.7 | -5 | 3.0 | -3
40 | Cc1ccccc1OCCCn1c(=O)sc2ccccc21 | -6 | -12 | -20 | 18 | -18 | 0.5 | 26 | 0.3 | 23
41 | COC(=O)c1nnn(-c2nc(N(C)C)nc(N(C)C)n2)c1C | 0 | -5 | 6 | 2 | 0 | -0.4 | 0 | 0.8 | 7
42 | CCOC(=O)C1(C(F)(F)F)N=C(N(C)C)OC(N(C)C)=N1 | -1 | -7 | -2 | 16 | -9 | 0.6 | -13 | 0.2 | 10
43 | O=C(Cc1ccccc1[N+](=O)[O-])N/N=C/c1cccnc1 | 6 | -7 | -3 | 1 | -7 | 1.0 | -16 | 0.5 | 10
44 | O=C(Cn1cc(C(F)(F)F)cc(Cl)c1=O)NC1CCS(=O)(=O)C1 (centres undefined) | -1 | -7 | 0 | 0 | 2 | -0.2 | -8 | 0.0 | -6
45 | CCOc1ccccc1NC(=O)COC(=O)c1ccc(S(=O)(=O)N2CCCC2)cc1 | -1 | 3 | nt | 12 | nt | nt | 59* | 1.9 | -11
46 | COc1ccc(Cl)cc1S(=O)(=O)N1CCC(C(=O)NCc2ccccn2)CC1 | -5 | -14 | -19 | 2 | -5 | -0.9 | -13 | 2.4 | 20
47 | Cc1cc(NC2CCCC2)n2nc(C)c(-c3ccccc3)c2n1 | -4 | -12 | -22 | 2 | -2 | -0.7 | -43 | 0.0 | 1
48 | Cc1nc2scc(-c3cccs3)c2c(=O)n1N | -2 | -8 | -9 | 2 | -2 | -0.6 | -12 | 0.2 | -4
